KKLEB tox = reduces viability of KKLEB cystic fibrosis airway cells; KKLEB CF airway cells viability, ATPlite luminescence, overnight; active compounds read low; cells stimulated with P. aeruginosa culture filtrate; activity change (cytotoxicity), % at 5 µM; 0.36% of 360,000 active; AID 602141;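 active = corrected activity change at or below -50% at 5 µM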
Shn3 3UTR inh = inhibitors of Schnurri-3 3'UTR reporter in osteoblasts. Clone20 osteoblast Shn3 3'UTR firefly luciferase, 24 h. inhibition, % at 12.5 µM. 0.52% of 360,000 active. AID 588674;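 active = mean inhibition of at least 75% with every replicate also reaching 75%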;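 also: 0% = median of neutral control wells and 100% = pilot-screen positive control compound; some compounds past the cut are filed as inactive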
LRH-1 inv ag = inverse agonists of human LRH-1 (NR5A2). O00482. HEK293T StAR-luciferase reporter, LRH-1 transfected, 24 h. inhibition, % at 3.6 µM. 0.13% of 360,000 active. AID 602396;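 active = inhibition above the mean inhibition of all tested compounds plus 3 SD, cut at about 73% in these data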;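 also: 0% = DMSO wells and 100% = reporter-only cells lacking LRH-1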
Target sequence (O00482 whole entry, looked up): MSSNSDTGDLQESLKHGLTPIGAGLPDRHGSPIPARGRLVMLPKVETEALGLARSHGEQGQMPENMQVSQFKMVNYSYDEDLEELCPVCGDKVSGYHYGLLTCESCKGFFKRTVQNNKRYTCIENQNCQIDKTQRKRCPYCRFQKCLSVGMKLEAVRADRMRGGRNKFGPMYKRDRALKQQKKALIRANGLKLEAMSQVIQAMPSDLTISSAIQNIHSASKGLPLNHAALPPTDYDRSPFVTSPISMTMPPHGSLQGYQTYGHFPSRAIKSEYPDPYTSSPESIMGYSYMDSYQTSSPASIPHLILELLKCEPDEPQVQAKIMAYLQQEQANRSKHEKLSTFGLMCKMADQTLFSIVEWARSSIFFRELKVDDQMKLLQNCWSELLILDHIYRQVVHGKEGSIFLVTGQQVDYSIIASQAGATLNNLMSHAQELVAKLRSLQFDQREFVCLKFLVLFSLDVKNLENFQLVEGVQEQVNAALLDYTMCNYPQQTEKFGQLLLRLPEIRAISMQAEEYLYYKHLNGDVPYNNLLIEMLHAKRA
C8 TRAIL sens = caspase-8 TRAIL sensitization; NB7+C8 cells + TRAIL, ATPlite viability luminescence; inhibition (viability loss, TRAIL sensitization), % at 10 µM; 1% of 360,000 active; AID 624354;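 active = compounds causing at least 50% loss of cell viability in the single-dose screen, relative to plate controls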
SRC1 inh = human NCOA1 inhibition; HEK293 GAL4-SRC1 luciferase reporter, luminescence; inhibition, % at 3.6 µM; 0.12% of 360,000 active;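 active = inhibition above the campaign mean plus 3 SD, with each screening campaign given its own cutoff, cut at about 60% in these data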;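 also: 0% = DMSO treated cells and 100% = gossypol at 36 µM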
CF NFkB inh = cystic fibrosis NF-kB activation inhibition | KKLEB NF-kB-GFP reporter, PAF-induced, GFP fluorescence overnight | inhibition, % at 5 µM | 0.86% of 360,000 active;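 active = at least 50% inhibition at 5 µM, scaled per plate between neutral and stimulator controls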;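 also: PAF is a Pseudomonas aeruginosa culture filtrate used as stimulus; plate controls were PAF-stimulated DMSO wells for no effect and unstimulated DMSO wells for full effect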
COUP-TFII inh = NR2F2 (human) inhibition, primary screen | P24468 | HEK293T NGFI-A luciferase reporter, luminescence | inhibition, % at 8.6 µM | 0.7% of 370,000 active | AID 686940;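 active = inhibition above a per-plate cutoff, mean inhibition of test wells between control levels plus 3 SD, cut at about 38% in these data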;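 also: cells cotransfected with COUP-TFII expression vector driving the NGFI-A reporter; 0% = median of COUP-TF2 test wells and 100% = reporter-only cells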
Target sequence (P24468 whole entry, looked up): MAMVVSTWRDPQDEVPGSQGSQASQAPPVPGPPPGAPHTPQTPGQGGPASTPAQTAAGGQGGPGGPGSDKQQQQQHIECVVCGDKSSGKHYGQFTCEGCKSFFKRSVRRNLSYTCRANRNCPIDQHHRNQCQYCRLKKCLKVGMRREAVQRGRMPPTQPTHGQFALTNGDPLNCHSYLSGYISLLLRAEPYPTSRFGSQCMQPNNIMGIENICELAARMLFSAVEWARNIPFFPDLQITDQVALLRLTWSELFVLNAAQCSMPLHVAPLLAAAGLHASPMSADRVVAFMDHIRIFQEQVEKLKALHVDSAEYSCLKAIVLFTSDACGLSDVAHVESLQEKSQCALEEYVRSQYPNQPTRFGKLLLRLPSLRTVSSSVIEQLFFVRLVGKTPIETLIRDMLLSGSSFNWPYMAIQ
EBV LMP1 NFkB = Epstein-Barr LMP1 NF-kappaB reporter inhibition | LMP1-induced NF-kappaB luciferase reporter cells, luminescence | inhibition, % at 12.5 µM | 0.69% of 350,000 active; in the data active = inhibition above about 41%;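 also: 0% = neutral control wells and 100% = reference inhibitor control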
NCOA3 inh = inhibits human SRC3 coactivator | Q9Y6Q9 | HEK293 GAL4-SRC3 luciferase reporter, luminescence | inhibition, % at 3.6 µM | 0.17% of 360,000 active | AID 588352;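 active = inhibition above a per-campaign cutoff, the mean of all compounds plus 3 SD, cut at about 60% in these data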;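 also: 0% = DMSO-treated cells and 100% = gossypol-treated cells at 36 µM; higher means less SRC3-driven luciferase light from the GAL4 reporter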
TWEAK-Fn14 inh = TWEAK-Fn14 signaling inhibition; inhibition, % at 10 µM; TWEAK-stimulated Fn14 reporter cells, luciferase luminescence, 8 h; 2% of 360,000 active; in the data active = inhibition above about 50%
TROY NFkB inh = inhibitors of TROY-dependent NF-kB signaling | Q293 LMP1-TROYcd NF-kB luciferase reporter, 4 h | inhibition, % at 10 µM | 0.98% of 360,000 active;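 active = compounds whose plate-normalised and pattern-corrected inhibition of the luciferase reporter signal at the single screening dose is 50% or more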
Starred values were filed as active, the others as inactive; . = not tested or not shown.

SMILES	KKLEB tox	Shn3 3UTR inh	LRH-1 inv ag	C8 TRAIL sens	SRC1 inh	CF NFkB inh	COUP-TFII inh	EBV LMP1 NFkB	NCOA3 inh	TWEAK-Fn14 inh	TROY NFkB inh
CC1=C(C#N)C(C(F)(F)F)(C(F)(F)F)N=C(c2ccco2)N1	-2	89*	0	0	-15	-17	-19	5	28	1	12
Cc1nn(-c2ccc(F)cc2F)c(=O)c2noc(C)c12	-1	21	11	0	3	6	-1	1	3	2	4
O=C(COC(=O)c1cc(S(=O)(=O)N2CCOCC2)ccc1Cl)NCc1ccccc1	-12	2	-5	-20	3	7	7	-4	-10	-5	11
COc1cccc(CN(CC(=O)NC2CCCC2)C(=O)c2csnn2)c1	-5	10	-4	-20	5	-3	-21	6	-3	27	1
Cc1cc(C(=O)CSc2nnnn2-c2ccccc2)c(C)n1CCc1ccccc1	-26	29	2	16	-10	50	3	3	-15	1	0
CC(C)(C)C(=O)OCc1nc(-c2ccc(O)c(O)c2)cs1	-7	.	-31	31	-34	6	-2	7	5	-39	-34
COc1ccc(C2CC(=O)C=C(NC3CCCC3)C2)cc1 (stereo not drawn)	8	-7	0	12	-6	0	3	1	-2	22	-10
CCOc1ccc(NC(=O)CN(C)C(=O)c2cc([N+](=O)[O-])ccc2N2CCCCC2)cc1OCC	-8	3	-6	2	5	13	-2	-4	8	-6	8
Cc1ccc(F)cc1C(=O)N1CCCCC1c1cc(C(=O)Nc2ccccc2)no1 (stereo not drawn)	-5	5	-3	6	5	20	22	.	-6	7	8
c1ccc2nc3c(nc2c1)OCC1CCCCN31 (stereo not drawn)	8	-54	-128	14	-128	-5	-47	-17	-104	-21	-39
CN(C)n1cccc1/C=C(\C#N)S(=O)(=O)c1cccc(Cl)c1	15	-4	4	10	7	0	-10	3	13	6	-29
CCCOc1ccc(F)cc1-c1cc(C(=O)Nc2ccc(C)c(NS(C)(=O)=O)c2)[nH]n1	15	18	-11	30	-9	-20	26	.	-14	59*	41
Cc1cc(=O)oc(C)c1C(=O)NC1CCCCCCC1	6	0	-3	1	-16	-13	4	-3	5	-5	16
CSc1nc(NC(C)C)nc(N2CCOCC2)n1	-8	18	3	16	5	7	0	-4	17	10	13
Oc1c(Cl)cc(Cl)cc1C(C#Cc1ccccc1)N1CCOCC1 (stereo not drawn)	-2	-7	17	3	-7	10	-4	-2	11	-29	-37
Cc1ccc(-c2nc3ncccc3o2)cc1NC(=O)C(C)C	1	-7	15	4	-27	-4	-3	3	-6	3	7
CCOc1ccc(NC(=O)CSc2nc3ccsc3c(=O)n2CCC(=O)O)cc1	3	-8	-25	-1	3	-8	-27	-2	-1	0	1
CCOc1cc(CN2CCN(Cc3ccc(C)o3)C(CCO)C2)ccc1OC (stereo not drawn)	-2	-11	-1	4	-22	7	9	-6	-7	25	4
CCOc1ccc2nc(NC(=O)C(CC)Sc3nc(C)cc(=O)[nH]3)sc2c1 (stereo not drawn)	9	-33	-53	6	-42	-2	-35	-5	-38	-12	-47
Cc1ccc(CSCC(=O)Nc2ccc3c(c2)OCO3)cc1	-6	-19	-13	-9	-12	16	6	1	-6	-15	-6
O=C(Nc1cccnc1)c1ccc(N2CCOCC2)c([N+](=O)[O-])c1	8	-15	2	-11	-13	-5	-18	-3	-14	-8	-3
CCN(CC)CCCNC(=O)CSc1nc(C)cc(C)n1	3	-18	12	-8	-14	11	-7	4	1	8	6
Cc1csc(NC(=O)CSc2nc(C(C)C)nc3ccccc23)n1	-10	14	-6	9	8	23	11	2	22	45	12
O=C(/C=C/[C@H]1O[C@@H](n2ccc(=O)[nH]c2=O)[C@H](O)[C@@H]1O)NCCc1c[nH]c2ccccc12	-14	2	28	-7	15	-14	10	.	4	-1	-2
Cc1cccc(NC(=O)CN2CCN(C(=O)c3cccc(-n4cnnn4)c3)CC2)c1C	2	8	-15	-8	4	14	-3	-14	11	8	-1
O=C(Cn1nnc(-c2ccccc2NC(=O)c2ccco2)n1)Nc1ccccc1	-9	20	8	5	-7	16	.	2	14	19	10
CCOC(=O)C1=NNC(C(=O)OCC)C1C(=O)OCC (stereo not drawn)	-21	13	4	-9	-1	29	3	7	3	6	8
COc1ccccc1/C=C/C=C1\Oc2c(ccc(O)c2CN2CCN(CCO)CC2)C1=O	8	-23	-1	20	4	-17	-5	-1	-4	0	-3
CN(C)CCN1CCN(C2CN(Cc3cn(Cc4ccccc4)nn3)S(=O)(=O)C2)CC1 (stereo not drawn)	.	.	12	28	.	.	-1	.	.	-8	-3
Cc1c(N2C(=O)CSC2c2ccc(F)cc2)c(=O)n(-c2ccccc2)n1C (stereo not drawn)	0	19	-6	-2	8	8	14	2	22	3	10
CCO[C@@H]1OC(C(=O)NC2CC2)=C[C@H](c2ccc3c(c2)OCO3)[C@H]1CCCO	6	-14	-10	-8	6	-8	-5	-16	5	4	4
O=C(NCCCN1CCCC1=O)c1ccc(CNS(=O)(=O)c2ccc(F)cc2)cc1	4	-17	-1	-4	-3	-4	-17	1	0	4	-6
COc1ccc(OC)c(/C=N/NC(=O)Cc2nc3ccccc3[nH]2)c1	2	9	-15	-9	-2	2	-4	0	15	-3	4
COc1ccc([N+](=O)[O-])c(S(=O)(=O)c2ccccc2)n1	-55*	54	-6	16	21	85*	16	.	21	97*	72*
CCOc1ccc(N(CC(=O)NC2CCCCC2)S(=O)(=O)c2ccccc2)cc1	-1	18	4	21	-5	14	-35	2	-7	1	-4
N#CC1(c2ccc(NC(=O)c3ccccc3)cc2)CCCC1	-13	-45	-105	54*	-112	6	.	-39	-54	17	-19
O=C(CCS(=O)(=O)c1ccccc1)Nc1ncc([N+](=O)[O-])s1	-1	-5	-6	2	-7	10	23	2	-12	15	17
Cc1ncsc1CCSc1nc2ccccc2c(=O)n1C	-2	19	32	-5	4	-15	9	-14	27	41	12
COc1cc2c(-c3ccccc3O)nc3c(c(C)nn3-c3ccccc3)c2cc1OC	12	13	8	0	13	-11	-13	-14	18	-45	-10
COc1ccc(NC(=O)C2(C)Cc3c(-c4ccc5c(c4)OCO5)ccnc3O2)cc1 (stereo not drawn)	-21	3	24	26	5	28	-9	.	-11	-9	19
CCN(C(=O)c1cc(S(=O)(=O)N2CCOCC2)cn1C)c1cccc(C)c1	7	80	5	-14	16	10	0	-3	4	9	7
O=C(O)c1cccc(N/N=C/c2cc(Br)cc(Br)c2O)c1	6	-37	-117	1	-93	1	-36	-12	-59	-52	-14
CCC(C)N(C(=O)COC(=O)C1CCN(S(=O)(=O)c2ccc(C)c(C)c2)CC1)C1CCS(=O)(=O)C1 (stereo not drawn)	-5	4	23	18	-2	9	2	-4	7	-5	-14
CCOC(=O)CSc1nc2sccc2c(=O)[nH]1	5	-15	-9	4	-9	-9	6	2	-7	-3	-5
CC(C)C1C(c2ccccc2)N(C)C(c2ccccc2)CC1(O)c1ccccc1 (stereo not drawn)	-3	-4	-18	-11	-16	17	4	-17	-18	19	29
O=C(OCc1ccccc1)N1CCC2CC1c1cc(N3CCNCC3)ccc12 (stereo not drawn)	1	11	2	-5	-26	8	-12	-21	-38	-17	-39
CCOc1ccc(C2OC(=O)Cc3cc(OC)c(OC)cc32)cc1 (stereo not drawn)	11	2	-17	-9	1	-10	3	8	7	-7	-7
CN(C)C(=O)CSc1nnc(CCCCCNC(=O)OC(C)(C)C)o1	-2	-19	8	-15	0	6	-10	-2	-7	-34	4
CC(=O)c1ccc(N2CCN(C(=O)Nc3ccc(Cl)cc3)CC2)cc1	1	46	6	2	-3	-14	-13	3	0	-1	1
CSc1ncccc1C(=O)OCC(=O)Nc1ccc2c(c1)OCO2	8	-21	14	-3	-8	0	5	3	18	-16	-26
CN1CCCN(C(=O)CNC(=O)Cc2ccccc2)CC1	-1	-3	6	-3	-1	20	-20	8	-28	-1	-1
C/C(=C\C(=S)Nc1ccccc1)Nc1ccccc1	2	-1	-9	4	-22	-10	2	-15	-26	4	-43
NC(=O)CC[C@H](NC(=O)c1ccc(Cl)cc1)C(=O)NNC(=O)COc1cccc(Br)c1	7	-1	-9	-12	6	12	4	31	-9	10	-19
COc1ccc(Cl)cc1NC(=S)NCCc1ccc(S(N)(=O)=O)cc1	8	9	-18	-2	-13	1	8	10	10	-38	-13
CNC(=O)N(O)C1N(/N=C/c2ccccc2F)C(=S)SC1(C)C (stereo not drawn)	1	12	-8	-2	-18	9	11	12	-3	8	-2
Cc1noc(C)c1S(=O)(=O)NCC(=O)O	5	14	4	5	15	-2	16	0	0	-28	7
COc1ccc(OC(C)C(=O)NC(C)c2ccccc2)cc1 (stereo not drawn)	-6	-14	0	-18	5	-2	6	7	11	11	9
CC(=O)NN1C(=O)c2ccccc2NC1c1ccc([N+](=O)[O-])o1 (stereo not drawn)	-2	-11	-6	5	6	-14	-8	5	-4	-1	7
CCOc1ccc(N(CC(=O)NC(C)C)C(=O)CCC(=O)Nc2ccccn2)cc1	-8	-5	-2	-8	1	5	-16	-2	-16	-1	3
CCn1c(SCC(=O)NCCc2ccc(OC)c(OC)c2)nc2c1c(=O)n(C)c(=O)n2C	-8	-7	8	4	2	0	4	-3	4	1	-7

A section taken from the entries so far, for reference:
SMILES	KKLEB tox	Shn3 3UTR inh	LRH-1 inv ag	C8 TRAIL sens	SRC1 inh	CF NFkB inh	COUP-TFII inh	EBV LMP1 NFkB	NCOA3 inh	TWEAK-Fn14 inh	TROY NFkB inh
O=C(OCc1ccccc1)N1CCC2CC1c1cc(N3CCNCC3)ccc12 (stereo not drawn)	1	11	2	-5	-26	8	-12	-21	-38	-17	-39
CCOc1ccc(C2OC(=O)Cc3cc(OC)c(OC)cc32)cc1 (stereo not drawn)	11	2	-17	-9	1	-10	3	8	7	-7	-7
CN(C)C(=O)CSc1nnc(CCCCCNC(=O)OC(C)(C)C)o1	-2	-19	8	-15	0	6	-10	-2	-7	-34	4
CC(=O)c1ccc(N2CCN(C(=O)Nc3ccc(Cl)cc3)CC2)cc1	1	46	6	2	-3	-14	-13	3	0	-1	1

Going on with the list.
SMILES	KKLEB tox	Shn3 3UTR inh	LRH-1 inv ag	C8 TRAIL sens	SRC1 inh	CF NFkB inh	COUP-TFII inh	EBV LMP1 NFkB	NCOA3 inh	TWEAK-Fn14 inh	TROY NFkB inh
CCOC(=O)N1CCN(Cc2nc3c(c(=O)n(C)c(=O)n3C)n2Cc2cccc3ccccc23)CC1	-9	13	9	-2	3	10	11	-6	-21	-5	25
CCOC(=O)C1C(=O)CC(C)(O)C(C(=O)OCC)C1c1ccc(OC)cc1 (stereo not drawn)	6	3	3	-8	-12	-8	-6	4	1	8	21
COc1cc(C)c(S(=O)(=O)N2CCCC2)cc1C	-9	-8	-8	-16	7	-2	10	-5	-12	-17	-5
CCC(=O)Nc1cccc(NC(=O)CSc2nnnn2C)c1	12	9	8	-3	2	-5	-4	-5	-3	1	-10
CCc1ccc(N2CC(C)Cn3c2nc2c3c(=O)n(CCN3CCOCC3)c(=O)n2C)cc1 (stereo not drawn)	4	9	-8	14	-7	0	10	-1	3	8	4
CCOC(=O)C1CCCN(C(=O)c2cc(C)oc2C)CC1 (stereo not drawn)	-12	-13	4	-9	-10	-1	13	.	-13	3	8

Screens (PubChem BioAssay)

The list is partial; the hit share may differ from the screen's.
